High-throughput results as filed in PubChem.
IL-2 act = IL-2 activation | activation, % (series mostly up to about 46 µM) | IL-2 activation reporter assay, cell-based qHTS; stimulated with anti-CD3/CD4/CD28 beads; in transgenic mouse T cells | 0.065% of 360,000 active | AID 652025; in the data active = activation above about 50%; inconclusive = mostly about 30% to 49%; also: 0% is about no effect
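Unstimulated transgenic mouse T cells; 60-min compound exposure; bead-based TCR/CD4/CD28 stimulation; 18 h culture, 37 degrees C; dual fluorescence (EGFP, DsRed) plate cytometry.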
Abeta rescue = compounds reversing amyloid beta toxicity in yeast; AID 1347071; Potency, µM (top dose mostly 46.1 µM), for the others: top-dose growth rescue, usual class: activators; yeast expressing A-beta42, growth rescue, OD600, 48 h; response scale: 0% DMSO, 100% iron-clioquinol control; 0.063% of 410,000 active; also: potency is read from the fitted curve at half-maximal effect; nearly all actives have a fitted effect of over 55% in size
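Yeast A-beta toxicity model in growth medium with pinned compounds, 48 h at 30 C; growth read as absorbance at 600 nm. Normalized to FeCl3/clioquinol equimolar mix (positive) and DMSO (negative).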
PLK1 PBD block = inhibitors of human PLK1 polo-box domain binding; Plk1 PBD binding of FITC phosphopeptide, fluorescence polarization; Potency, µM, for the others: max response, negative = inhibition, actives largely listed as inhibitors; 2.8% of 360,000 active; AID 720504; also: potency is read from the fitted curve at half-maximal effect; series mostly up to about 57 µM; % is scaled to controls: 0 for no effect and ±100 for the full control effect; nearly all actives have a fitted effect of over 65% in size
Target sequence (P53350 whole entry, looked up, the tested form may be a part): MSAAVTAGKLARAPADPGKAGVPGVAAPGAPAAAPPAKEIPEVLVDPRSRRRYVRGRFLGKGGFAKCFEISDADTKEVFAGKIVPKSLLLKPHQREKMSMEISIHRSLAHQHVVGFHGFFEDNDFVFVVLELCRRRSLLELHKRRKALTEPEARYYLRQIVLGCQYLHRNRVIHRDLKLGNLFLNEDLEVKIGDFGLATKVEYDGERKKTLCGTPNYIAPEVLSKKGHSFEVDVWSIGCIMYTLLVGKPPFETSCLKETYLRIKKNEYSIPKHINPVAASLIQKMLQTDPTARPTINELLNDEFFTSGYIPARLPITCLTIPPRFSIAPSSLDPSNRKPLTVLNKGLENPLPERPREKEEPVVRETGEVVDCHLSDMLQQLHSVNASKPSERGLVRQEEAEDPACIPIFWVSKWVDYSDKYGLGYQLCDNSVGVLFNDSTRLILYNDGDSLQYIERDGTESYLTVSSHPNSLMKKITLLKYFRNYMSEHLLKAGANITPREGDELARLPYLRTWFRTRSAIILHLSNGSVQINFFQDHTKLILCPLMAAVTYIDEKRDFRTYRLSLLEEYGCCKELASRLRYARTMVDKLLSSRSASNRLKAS
EPAC1 antag = antagonists of human EPAC1. O95398. EPAC1 GEF assay, Rap1b-BODIPY-GDP exchange fluorescence. Potency, µM (doses to about 115 µM), without a hit: top-dose activity change, negative = inhibition, hits mostly inhibitors. 0.14% of 360,000 active;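 also: potency is read from the fitted curve at half-maximal effect; plate controls were vehicle for no effect and positive control for full effect; nearly all actives have a fitted effect of over 50% in size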
EPAC1 agonist = EPAC1 (human) agonism; O95398; EPAC1 agonist qHTS, biochemical assay; response scale: 100% = response to 6.5 mM cAMP; Potency, µM (highest dose often 154 µM), for the others: top-dose activation, most hits filed as activators; 0.073% of 360,000 active; AID 720707; also: potency is read from the fitted curve at half-maximal effect; nearly all actives have a fitted effect of over 60% in size
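Nucleotide exchange by EPAC1 (100 nM) on Rap1B–BODIPY-GDP (250 nM) in the presence of 50 uM GDP is tracked fluorescently at 480/540 nm over 30 min. Signals are normalized to a 6.5 mM cAMP control.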
FUS yeast rescue = suppressors of FUS proteinopathy in yeast. 0.24% of 390,000 active. AID 1347120. S. cerevisiae FUS-expressing, growth rescue, OD600, 24 h. Potency, µM (series often up to 76.6 µM), inactives show at the highest dose growth rescue (activation), usual class: activators;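 also: potency is read from the fitted curve at half-maximal effect; plate controls were DMSO vehicle for no effect and reference control for full effect; nearly all actives have a fitted effect of over 55% in size; some results filed as inactive show a strong effect at the top dose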
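Absorbance at 600 nm, taken 24hr after compound addition, measured rescue of FUS-yeast growth at 30C. Induction used 2% galactose with seeding at OD 0.005. Controls: CP55940 from 92uM final, DMSO only.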
WRN helicase inh = inhibitors of human WRN helicase; Potency, µM (highest dose often 114 µM), inactives show at the highest dose activity change, negative = inhibition, hits mostly inhibitors; 0.46% of 360,000 active; WRN helicase unwinding, fluorescent forked duplex, kinetic; Q14191; also: potency is read from the fitted curve at half-maximal effect; % is scaled to controls: 0 for no effect and ±100 for the full control effect; nearly all actives have a fitted effect of over 55% in size
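Fluorescence dequenching readout, ex 525 nm/em 598 nm, kinetic mode: forked duplex DNA (100 nM final) with adjacent fluorophore and quencher unwound by WRN (20 nM final) with 2 mM ATP. Compound preincubation 15 min, room temperature.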
PI5P4Ka inh = blocks human PI5P4K alpha kinase activity | PI5P4Kalpha enzyme, ADP-Glo luminescence, 60 min; stronger effect = lower value | max response, % | 1.2% of 330,000 active | AID 652105; active = max response of -50% or lower; inconclusive = between -30% and -50%; inactive = -30% or higher; also: value at the top dose of about 77 µM; % is scaled to controls: 0 for no effect and ±100 for the full control effect
Target sequence (P48426 whole entry, looked up): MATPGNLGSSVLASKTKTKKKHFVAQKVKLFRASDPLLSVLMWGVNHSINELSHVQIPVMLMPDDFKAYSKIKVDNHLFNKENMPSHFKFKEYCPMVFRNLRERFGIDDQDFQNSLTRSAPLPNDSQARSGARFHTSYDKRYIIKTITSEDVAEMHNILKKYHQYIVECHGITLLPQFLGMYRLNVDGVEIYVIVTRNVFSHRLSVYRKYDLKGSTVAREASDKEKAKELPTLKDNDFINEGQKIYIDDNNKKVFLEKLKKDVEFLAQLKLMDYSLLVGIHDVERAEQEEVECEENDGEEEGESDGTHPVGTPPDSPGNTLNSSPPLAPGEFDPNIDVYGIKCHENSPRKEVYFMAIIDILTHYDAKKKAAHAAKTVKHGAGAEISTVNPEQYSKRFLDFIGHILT
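PI5P4Kalpha ADP-Glo assay; 5 microM ATP final; 60 min RT reaction; HEPES pH 7.4/EGTA/CHAPS, 5% DMSO; controls lacking substrate or enzyme; luminescent end-point.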
aSyn yeast inh = rescues yeast growth from alpha-synuclein toxicity | Potency, µM (series often up to 46.1 µM), for the others: top-dose growth rescue (activation), actives largely listed as activators | 0.14% of 370,000 active | Yeast expressing alpha-synuclein, growth rescue, BacTiter-Glo, 24 h | AID 652106; also: potency is read from the fitted curve at half-maximal effect; % of control where 0% means no effect; nearly all actives have a fitted effect of over 65% in size
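Readout is rescue of growth in alpha-synuclein-expressing yeast, so inhibitors of toxicity appear as activators. Growth after 24 hr at 30 deg C in galactose medium is quantified by luminescence.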
Numbers without * were called inactive; ? = inconclusive; . = not tested or not shown; & = joins results of further samples; [ ] = dose if it differs, or a comment. Unless noted, calls follow the shape of the dose curve; as a rule, active = well fitted curve in the direction sought with a large enough effect; inconclusive = small, poorly fitted or top-dose-only effect, or another doubt; inactive = no such curve, though single readings can be large; an effect the other way counts as inactive or inconclusive.

Values run as follows: IL-2 act | Abeta rescue | PLK1 PBD block | EPAC1 antag | EPAC1 agonist | FUS yeast rescue | WRN helicase inh | PI5P4Ka inh | aSyn yeast inh
- CCn1c(-c2ccccc2O)n[nH]c1=S
  -0.9 | -15% | -22% | 16% | 2% | 35% | 5% | . | 1%
- COC(=O)[C@@H]1CCCN1C(=O)CCc1nnc(CCC2CCCCC2)o1
  -2.5 | -7% | -9% | -13% | -12% | 5% | -4% | 2 | -5%
- CCCCC1(CCCC)NC(=S)N(Nc2ccc(C)cc2)C1=O
  2.1 | 9% | -7% | -8% | -4% | -19% | 0% | . | 0%
- O=C(CNC(c1ccccc1)c1ccccc1)Nc1ccccc1-c1ccccc1
  -3.3 | -14% | -6% | -7% | 10% | 37% | -23% | -4 | -2%
- Cc1nc(-c2nnc(SCC(=O)Nc3ccc(Cl)cc3)n2C)cs1
  -5.5 | 5% | 1% | -7% | 2% | 6% | -5% | 2 | 2%
- COc1ccc(CN(C)CC(=O)NC(=O)NC2CCCCC2)cc1
  0.3 | -12% | -3% | -20% | 3% | ? | 1% | -1 | 1%
- COc1ccccc1N1CCN(C(=O)c2ccc(S(=O)(=O)N3CCCCCC3)cc2)CC1
  -0.1 | 16% | 0% | 0% | 0% | 30% | -8% | 14 | -1%
- Cc1ccn2c(NC3CCCC3)c(-c3ccncc3)nc2c1
  -3.2 | -8% | -3% | 0% | -7% | -18% | -5% | 1 | 0%
- C#CCOCCOCCOCCNc1nc(N2CCN(C(=O)[C@H](CCC(=O)O)n3cc(C(N)CC(C)C)nn3)CC2)nc(N2CCN(C(=O)[C@H](Cc3ccc(O)cc3)n3cc(C(N)CC(C)C)nn3)CC2)n1 (stereo partly drawn)
  0.4 | -12% | -8% | 11% | -4% | 8% | 8% | -6 | 1%
- COC(=O)c1sccc1NC(=O)CC1C(=O)NCCN1C(=O)c1c(F)cccc1Cl (stereo not drawn)
  -0.1 | 14% | 2% | -11% | -3% | 26% | -22% | -8 | 1%

Quoted at random: 4 compounds from above.
Values run as follows: IL-2 act | Abeta rescue | PLK1 PBD block | EPAC1 antag | EPAC1 agonist | FUS yeast rescue | WRN helicase inh | PI5P4Ka inh | aSyn yeast inh
- Cc1ccn2c(NC3CCCC3)c(-c3ccncc3)nc2c1
  -3.2 | -8% | -3% | 0% | -7% | -18% | -5% | 1 | 0%
- O=C(CNC(c1ccccc1)c1ccccc1)Nc1ccccc1-c1ccccc1
  -3.3 | -14% | -6% | -7% | 10% | 37% | -23% | -4 | -2%
- CCn1c(-c2ccccc2O)n[nH]c1=S
  -0.9 | -15% | -22% | 16% | 2% | 35% | 5% | . | 1%
- COC(=O)c1sccc1NC(=O)CC1C(=O)NCCN1C(=O)c1c(F)cccc1Cl (stereo not drawn)
  -0.1 | 14% | 2% | -11% | -3% | 26% | -22% | -8 | 1%

Other results follow:
Values run as follows: IL-2 act | Abeta rescue | PLK1 PBD block | EPAC1 antag | EPAC1 agonist | FUS yeast rescue | WRN helicase inh | PI5P4Ka inh | aSyn yeast inh
- CN(C)c1ccc(/C=N/c2cc(-c3ccccc3)nn2-c2ccccc2)cc1
  -0.8 | 15% | 2% | 4% | -1% | 14% | -5% | . | 2%
- CCc1ncc(C(O)c2cccc(OC)c2OC)n1C (stereo not drawn)
  -2.4 | 17% | -9% | -2% | 8% | -15% | 3% | . | -7%
- Cc1ccccc1C(=NCCCN(C)C)c1ccccc1C
  -0.4 | 0% | -4% | 5% | -6% | . | -7% | 2 | -1%
- CCOCN(C(=O)Cn1c(COC)nc2ccccc21)c1c(C)cccc1CC
  -2.9 | 8%&13% | -2% | 9% | -7% | 10%&39% | 11% | . | 10%
- COc1ccc(C)cc1NC(=O)C1CC(=O)OC12CCCCC2 (stereo not drawn)
  -1.4 | 22% | -1% | 0% | 0% | 17% | -2% | . | -6%
- CCn1c(COc2ccc(C)cc2)nnc1SCc1ccc(C#N)cc1
  -2.2 | 9% | -2% | 0% | 12% | ? | -7% | . | 0%
- CCCCCCNc1cc2n(c(=O)n1)CCc1cc(OC)c(OC)cc1-2
  -2.6 | -8% | -1% | 2% | 7% | 19% | -11% | . | 4%
- Cc1ccc(CS(=O)(=O)CC(C)(O)c2ccccc2)cc1 (stereo not drawn)
  -0.5 | 7% | -2% | -3% | -1% | 8% | 5% | -2 | 1%
- CC1CCN(S(=O)(=O)c2ccc3c(c2)N(CC(=O)NCCCN2CC(C)CC(C)C2)C(=O)CS3)CC1 (stereo not drawn)
  -3.1 | -3% | -4% | 10% | 3% | 7% | -3% | -1 | 0%
- CCOc1ccc(S(=O)(=O)Nc2ccccc2SC)cc1
  -3.8 | -38%[inhibitor] | -12% | 2% | 8% | 20% | -11% | . | -1%
- Cc1ccc(NC(=O)c2c(O)c3ccccc3n(C)c2=O)nc1
  -1.0 | 6% | 2% | 0% | 0% | 5% | -2% | -4 | 5%
- CC(C)c1nnc(NC(=O)C2CCN(C(=O)Nc3ccc(Cl)cc3)CC2)s1
  1.2 | -7% | -12% | -2% | -1% | -14% | 1%[57.1 µM] | -6 | 0%
- O=C(O)Cc1ccc(C(=O)c2ccc(Cl)cc2)s1
  1.4 | -11% | 2% | 9% | 3% | -2% | -2% | 3 | ?
- CCn1cc(C(=O)N2CCc3ccccc32)c(=O)c2cc(S(=O)(=O)N3CCCC3)ccc21
  -0.1 | -5% | 7% | 1% | 6% | . | -1% | -1 | -1%
- Cc1ccc(-n2nc3c(c2NC(=O)C2CCCC2)CS(=O)(=O)C3)cc1
  -3.0 | -17% | -6% | -4% | -23% | 7% | -4% | -9 | -6%
- Cc1c(C(=O)N(Cc2ccc(F)cc2)C2CCS(=O)(=O)C2)oc2ccccc12 (stereo not drawn)
  -0.5 | 15% | -18% | -9% | 18% | 22% | -7% | -2 | 1%
- CCCCNC1(C#N)CCN(Cc2ccccc2)CC1
  -0.9 | -10% | 0% | 5% | 2% | -16% | -7% | 1 | 2%
- CCOC(=O)Cc1csc(NS(=O)(=O)c2ccccc2)n1
  0.0 | 0% | 1% | 5% | -1% | -33% | -26%[57.1 µM] | -11 | 3%
- CCc1cccc2c(C(=S)N3CCCC3)c[nH]c12
  -0.4 | ? | -14% | -1% | 13% | -17% | 1% | -1 | -10%
- CC(C)CCOc1ccc(C(=O)O)cc1
  -0.3 | ? | -2% | 12% | -2% | 2% | 3% | 5 | 1%

Next part
Molecule,IL-2 act,Abeta rescue,PLK1 PBD block,EPAC1 antag,EPAC1 agonist,FUS yeast rescue,WRN helicase inh,PI5P4Ka inh,aSyn yeast inh
CCN(CC(=O)Nc1c(F)cccc1F)C(=O)c1cccnc1SC,4.8,5%,7%,-15%,-12%,-3%,9%,-5,4%
O=C(NNS(=O)(=O)c1ccc(F)cc1F)c1csc(-c2cccnc2)n1,-0.3,6%,-9%,-1%,-4%,-1%,-5%,0,-7%
COc1ccccc1NC(=O)NCCN1CCN(c2cccc(Cl)c2)CC1,-2.3,-4%&-15%,1%,24%,-4%,-21%&-13%,-6%,-3,3%
Cc1cc(C)nc(N2CCCC(C(=O)Nc3ccc4c(c3)OCO4)C2)n1 (stereo not drawn),1.5,-3%,0%,-7%,1%,27%,-7%,.,-3%
Cc1ccc(-c2cc(Cc3ccccc3)c(=O)[nH]n2)cc1,-6.1,-6%,0%,-3%,-5%,11%,3%,-3,2%
Cn1c(CCC(=O)OCC(=O)NCc2ccc3c(c2)OCO3)nc(=O)c2ccccc21,-0.1,-3%,-6%,-1%,11%,-40%,1%,2,0%
Cc1nn(-c2ccc(F)cc2)c(Cl)c1/C=C(\CCC(=O)O)c1nc2ccccc2s1,-1.3,-3%,-17%,-8%,8%,16%,5%,.,13%
COC(=O)Cc1csc(Nc2ccc(F)c(Cl)c2)n1,1.7,-48%[inhibitor],-2%,-6%,5%,1%,-2%,-2,-46%[inhibitor]
Cc1ccc(C(C)NC(=O)Cc2cccs2)cc1C (stereo not drawn),-3.0,2%,-8%,12%,-10%,3%,-4%,-29,2%
C=CCNC(=O)CCCOc1cc(C)ccc1C,1.7,8%,27µM*,-1%,6%,8%,-2%,.,7%
COc1ccc(-c2cn3c(C)c(C(=O)Nc4cc(NC(C)=O)ccc4OC)sc3n2)cc1,15,-1%,6%,10%,-4%,3%,4%,.,-5%
CCOC(=O)C(=CNc1cccc(C)n1)C(=O)OCC,1.6,11%,-2%,-5%,6%,7%,-7%,4,0%
COc1cccc(/C=N/N=C(\N)c2nonc2N)c1O,-1.1,2%,-18%,3%,1%,17%,8%[57.1 µM],-11,-4%
CCOc1ccccc1NC(=O)CCCNC(=O)c1ccc(Cl)cc1,-0.9,1%,4%,14%,5%,-17%,2%,-5,8%
O=C(O)C1C2CCC(C2)C1C(=O)Nc1cc(F)ccc1F (stereo not drawn),3.3,18%,-6%,-7%,-3%,-6%,4%,1,-11%
CC(=O)c1ccc(NC(=O)c2ccc3c(Cl)c4c(nc3c2)CCCC4)cc1,1.3,5%,3%,-12%,8%,.,-10%,-8,0%
CCc1cc(=O)oc2cc(C)cc(OC(=O)c3ccco3)c12,-1.8,-18%,-2%,9%,-6%,5%,4%,-2,-4%
CN(c1ccccc1)c1cc(Br)nc(Br)c1,-5.0,-17%,-1%,-7%,14%,9%,-9%,2,0%
Nn1c(SCc2ccccc2F)nnc1-c1ccncc1,-0.8,10%,-9%,-9%,-2%,8%,6%,8,0%
CCC(NC(=O)c1[nH]c(C)c(C(C)=O)c1C)c1ccc(Br)cc1 (stereo not drawn),0.1,-35%[inhibitor],8%,-11%,-13%,22%,-9%,-3,-1%
COc1cc(/C=N/NC(=O)C(=O)NCc2ccco2)cc(Br)c1O,1.7,11%,4%,6%,0%,5%,-11%,-20,4%
